# MsrA inh: bovine MsrA inhibition. purified bovine MsrA, absorbance read-out. inhibition, % at 15.5 µM. actives 0.75% (n = 360,000). AID 651718; in the data active means inhibition above about 4.5%;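 further: 0% = vehicle wells with enzyme and 100% = reference inhibitor wells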
# LMPTP block: blocks human LMPTP phosphatase | actives 0.22% (n = 360,000) | inhibition, % at 20 µM | recombinant LMPTP-A, OMFP fluorogenic substrate, fluorescence intensity | AID 651560;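 active means compounds that cut the enzyme signal by at least half of the control window in the single-dose screen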;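 further: plate controls were DMSO wells with enzyme plus substrate for no effect and substrate without enzyme for full effect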
# Target sequence (P24666 whole entry, looked up): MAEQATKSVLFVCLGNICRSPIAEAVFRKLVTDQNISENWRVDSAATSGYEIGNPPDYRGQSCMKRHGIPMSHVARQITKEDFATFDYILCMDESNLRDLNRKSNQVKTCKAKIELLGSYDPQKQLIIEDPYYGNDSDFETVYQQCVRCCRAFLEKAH
#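 material = LMPTP-A | quantity = 0.625 nM enzyme | reagent = OMFP substrate, 400 µM final | buffer or medium = Bis-Tris pH 6.0, DTT, detergent | detection = endpoint fluorescence intensity from OMFP dephosphorylation | dosing = single 20 µM dose | read-out basis = % inhibition relative to no-enzyme and uninhibited control wells | control set = no-enzyme and uninhibited controls | timing = 50 min at room temperature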
# SUMO1 PPI mod: SUMO1-SIM interaction modulation; P63165; SUMO1 binding to a labelled peptide, TR-FRET, 1 h; inhibition, % at 20 µM; actives 0.33% (n = 360,000); AID 602429; in the data active means inhibition above about 37%
# Target sequence (P63165 whole entry, looked up): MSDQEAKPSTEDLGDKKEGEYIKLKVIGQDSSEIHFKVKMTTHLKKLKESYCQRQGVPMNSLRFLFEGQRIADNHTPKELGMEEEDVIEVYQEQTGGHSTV
# STEP block: STEP (human) phosphatase inhibition; P54829; recombinant STEP, OMFP fluorogenic substrate, fluorescence; inhibition, % at 20 µM; actives 0.25% (n = 360,000);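 active means inhibition at 20 µM, scaled per plate between control wells, above about 37%, limit read from the data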;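 further: 0% = DMSO with enzyme and substrate and 100% = substrate only without enzyme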
#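 Material: STEP (striatal-enriched tyrosine phosphatase) enzyme, cell-free | Medium: 50 mM Bis-Tris pH 6.0 with 2.5 mM DTT and 0.005% Tween 20 | Read-out: Percent inhibition scaled to no-enzyme and uninhibited-enzyme controls, plate-pattern corrected | Signal: Fluorescence read at 480 nm ex / 540 nm em | Times: 20 min reaction, room temperature, in the dark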
# DNMT1 inh: DNMT1 (human) enzyme inhibition; actives 0.83% (n = 360,000); AID 588458; DNMT1 molecular beacon, Hinp1I cleavage, fluorescence; P26358; inhibition (reported as % activation of signal), % at 10 µM; in the data active means inhibition above about 50%
# Rpn11 block: blocks the human proteasome subunit Rpn11; O00487; human 26S proteasome, Ub4-pepOG fluorescence polarization; 20S core pre-blocked with epoxomicin; calls only at 20 µM; actives 0.59% (n = 360,000); AID 588493;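 active means inhibition at 20 µM, scaled to each plate's controls, above about 33%, limit read from the data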
# Target sequence (O00487 whole entry, looked up): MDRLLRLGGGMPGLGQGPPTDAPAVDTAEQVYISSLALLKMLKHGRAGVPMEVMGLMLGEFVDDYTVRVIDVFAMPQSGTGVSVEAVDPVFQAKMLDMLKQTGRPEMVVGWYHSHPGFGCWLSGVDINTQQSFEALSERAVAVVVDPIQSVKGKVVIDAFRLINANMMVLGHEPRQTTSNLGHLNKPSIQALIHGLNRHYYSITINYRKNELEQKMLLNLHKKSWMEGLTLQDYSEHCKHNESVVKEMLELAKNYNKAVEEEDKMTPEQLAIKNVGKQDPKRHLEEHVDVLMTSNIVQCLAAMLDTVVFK
# NadD block: blocks S. aureus nicotinate mononucleotide adenylyltransferase. purified NadD enzyme, colorimetric absorbance read-out. inhibition, % at 20 µM. actives 0.78% (n = 360,000); in the data active means inhibition above about 26%; further: some compounds past the cut are filed as inactive
# Tb MetRS inh: Trypanosoma brucei MetRS inhibition; purified T. brucei MetRS, ATP depletion, Kinase-Glo luminescence; AID 624268; inhibition, % at 11.9 µM; actives 0.4% (n = 360,000);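 active means inhibition above a per-plate cutoff of the control wells' mean inhibition plus 3 SD, cut at about 5.5% in these data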;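 further: 0% = DMSO wells median and 100% = median of wells with control inhibitor compound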
#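 Material – parasite MetRS enzyme · Medium – HEPES-MgCl2-KCl buffer plus DTT, spermine, BSA, pyrophosphatase · Reagent – ATP, methionine and E. coli bulk tRNA substrates · Times – 15 min enzyme-compound preincubation, 2 h reaction, 10 min detection, 25 °C · Measured by – luminescence of leftover ATP · Evaluation – percent inhibition relative to median high and low control wells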
# CSN deneddyl inh: blocks human CSN-mediated cullin deneddylation; Q92905; actives 0.38% (n = 360,000); Purified CSN, SCF-Nedd8-OG deneddylation, fluorescence polarization; inhibition, % at 12.5 µM; AID 651999;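 active means pattern-corrected inhibition above about 35%, with an unprinted fluorescence ratio check between 0.5 and 1.5, limit read from the data, passing the limit was not always enough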;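 further: 0% = enzyme with substrate and 100% = substrate without enzyme; some results filed as inactive read as strong as hits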
#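 test system = HEK293T-derived human Csn5 enzyme | amount = 0.24 nM Csn5 enzyme, final concentration | medium = Tris/NaCl/DTT buffer, pH 7.5 | schedule = 90 min reaction at room temperature | signal = FP | evaluation = inhibition of Csn5 cleavage, % | compound dosing = single dose of 12.5 µM compound with 0.25% DMSO | probe or stimulus = 10 nM SCFSkp2-Nedd8OG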
# Scp1 inh: inhibitors of human Scp-1 phosphatase; Q9GZU7; Recombinant Scp1, phosphopeptide, malachite green phosphate absorbance; inhibition, % at 20 µM; actives 0.88% (n = 340,000); AID 493091;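 active means inhibition above about 50% at 20 µM, limit read from the data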;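 further: plate controls were DMSO wells with enzyme for no effect and wells lacking enzyme for full effect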
# Target sequence (Q9GZU7 76-261 limits assumed): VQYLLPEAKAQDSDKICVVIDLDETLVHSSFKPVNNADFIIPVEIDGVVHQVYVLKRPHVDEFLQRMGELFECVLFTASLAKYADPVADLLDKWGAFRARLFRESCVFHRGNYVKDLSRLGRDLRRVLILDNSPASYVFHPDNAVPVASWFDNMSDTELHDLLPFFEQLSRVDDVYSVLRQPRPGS
#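 Test system: SCP-1 catalytic domain; Buffer or medium: Acidic Tris acetate buffer with magnesium and detergent; Also added: Phosphorylated 17-residue peptide substrate; Compound: single 20 µM dose, 1% DMSO; Schedule: enzyme reaction 45 min at room temperature, colour 5 min, stabilisation 30 min; Signal: Phosphate-binding colour reagent, absorbance read at 630 nm.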
# An asterisk follows results filed as active; i = inactive; . = no result given.
nr	compound	MsrA inh	LMPTP block	SUMO1 PPI mod	STEP block	DNMT1 inh
1	COC(=O)[C@H]1C[C@H](C(=O)O)[C@@H](C)C1(C)C	0.9	-1.3	0	-2	2
2	CC(C)(C)n1cnc2cc(NS(=O)(=O)c3ccc(Br)cc3)ccc21	0.8	-1.6	-1	2	-5
3	O=S1(=O)CCC(S(=O)(=O)N2CCCCCC2)C1 (configuration not stated)	0.4	1.1	1	3	4
4	CCCC(c1nnnn1CCc1ccccc1)N1CCN(C2CCCC2)CC1 (configuration not stated)	-1.0	-0.9	-2	4	3
5	CCn1cc([N+](=O)[O-])c(C(=O)Nc2nc3ccc(OC)cc3s2)n1	-0.3	0.5	-10	4	4
6	CCc1c(C)[nH]c2ccc(OC)cc2c1=S	1.6	0.0	13	2	-1
7	O=C(N/N=C/CCc1ccccc1)c1ccc(CN2c3cccc4cccc(c34)S2(=O)=O)cc1	0.7	1.8	-2	1	-6
8	Cc1ccc(CNCc2ccccc2Cl)cc1	0.9	-2.9	1	-2	2
9	O=C(CN1C(=O)C2CCCCC2C1=O)Nc1ccccc1N1CCCC1 (configuration not stated)	-0.1	0.8	-1	1	0
10	O=C1NCN(c2ccccc2)C12CCN(CCCC(c1ccc(F)cc1)c1ccc(F)cc1)CC2	-0.6	7.3	-14	5	-4
11	CCOc1ccc(C2CC(c3ccc(F)cc3)Nc3nc(N)nn32)cc1 (configuration not stated)	0.2	-1.5	1	-2	3
12	CC(C)CN1CCN(C(=O)CCc2nnc(Cc3c[nH]c4ccccc34)o2)[C@@H](C)C1=O	0.9	-2.0	4	-1	2
13	COc1nc(C)ccc1-c1noc(-c2cccnc2)n1	-0.4	-0.7	0	1	-3
14	O=C(CN1C(=O)NC(Cc2ccccc2)C1=O)Nc1ccccc1F (configuration not stated)	0.4	-0.7	-2	2	2
15	CCCCCCNc1nc(-c2ccc(OC)cc2)c(CCC(=O)O)s1	-0.2	-0.1	-9	1	-3

nr	Rpn11 block	NadD block	Tb MetRS inh	CSN deneddyl inh	Scp1 inh
1	i	-1	-0.2	2	-3
2	i	-4	0.2	-3	18
3	i	-3	-0.4	0	2
4	i	-2	-0.5	-2	-8
5	i	4	0.1	-2	-7
6	i	11	-0.4	-18	-1
7	i	22	-0.7	-8	3
8	i	-4	-1.2	-2	-2
9	i	-2	-0.8	3	62*
10	i	10	-1.9	-2	9
11	i	0	-0.1	-4	0
12	i	-1	-0.2	0	-8
13	i	1	-0.2	1	-5
14	i	3	0.4	-1	-3
15	i	1	0.5	-3	-3

# Four entries from above, with bars between the fields:
nr | smiles | MsrA inh | LMPTP block | SUMO1 PPI mod | STEP block | DNMT1 inh | Rpn11 block | NadD block | Tb MetRS inh | CSN deneddyl inh | Scp1 inh
9 | O=C(CN1C(=O)C2CCCCC2C1=O)Nc1ccccc1N1CCCC1 (configuration not stated) | -0.1 | 0.8 | -1 | 1 | 0 | i | -2 | -0.8 | 3 | 62*
10 | O=C1NCN(c2ccccc2)C12CCN(CCCC(c1ccc(F)cc1)c1ccc(F)cc1)CC2 | -0.6 | 7.3 | -14 | 5 | -4 | i | 10 | -1.9 | -2 | 9
11 | CCOc1ccc(C2CC(c3ccc(F)cc3)Nc3nc(N)nn32)cc1 (configuration not stated) | 0.2 | -1.5 | 1 | -2 | 3 | i | 0 | -0.1 | -4 | 0
12 | CC(C)CN1CCN(C(=O)CCc2nnc(Cc3c[nH]c4ccccc34)o2)[C@@H](C)C1=O | 0.9 | -2.0 | 4 | -1 | 2 | i | -1 | -0.2 | 0 | -8

# The list continues:
nr	compound	MsrA inh	LMPTP block	SUMO1 PPI mod	STEP block	DNMT1 inh
16	CCOC(=O)C1=NOC(CN(c2ccccc2)S(=O)(=O)c2ccc(Cl)cc2)C1 (configuration not stated)	0.4	0.0	11	6	0
17	CCOC(=O)c1c(S(=O)(=O)N2CCN(Cc3ccccc3)CC2)c(C)n(C)c1C	0.1	-1.7	1	-1	-1
18	COc1ccc(S(=O)(=O)N2CCOCC2)cc1NC(=O)CC(C)c1ccccc1 (configuration not stated)	-0.3	-0.9	3	-1	1
19	CCn1c(=O)cc(OCC(=O)Nc2cc(C)ccn2)c2ccccc21	0.1	-1.2	5	-2	-4
20	Cc1ccc2c(c1)CCCN2C(=O)C1CCCO1 (configuration not stated)	.	-0.3	-1	-2	0
21	CCOC(=O)C1CCN(Cc2cccc(OC)c2)CC1	-0.4	-1.1	-3	-3	5
22	COc1cccc(CN2C(=O)C3(C(C#N)=C(N)OC4=C3C(=O)CCC4)c3ccccc32)c1 (configuration not stated)	-0.9	-0.9	-2	-2	-2
23	O=c1c2c([nH]n1-c1ccccc1)CCSC2	0.4	0.9	5	2	-4
24	O=C(Nc1cccc(Cl)c1N1CCOCC1)c1ccc(Br)o1	1.5	2.6	-5	0	0
25	Cc1ccc(C(O)c2ccc(-n3ccnc3)cc2)cc1 (configuration not stated)	1.3	1.7	-4	0	-2
26	O=C1CCC([N+](=O)[O-])C(c2cc(Br)ccc2F)N1 (configuration not stated)	-0.4	-2.2	-1	-1	-5
27	CCc1ccc(/C=C2\Oc3cc(OC(=O)N4CCOCC4)ccc3C2=O)cc1	0.5	3.4	-24	3	-3
28	CC(Sc1nnc(COc2ccc([N+](=O)[O-])cc2)n1C)C(=O)O (configuration not stated)	0.6	-2.0	-15	-7	0
29	N#Cc1ccc(COC(=O)CCc2c[nH]c3ccccc23)cc1	1.4	1.8	3	7	0
30	COc1ccc(C(C)C)cc1-c1ccc2nncn2c1	0.7	-1.4	4	-2	-2

nr	Rpn11 block	NadD block	Tb MetRS inh	CSN deneddyl inh	Scp1 inh
16	i	-2	-0.1	3	-4
17	i	0	-0.1	-1	-3
18	i	-2	-0.3	1	-6
19	i	-1	0.5	0	-7
20	i	-3	-0.1	8	-3
21	i	1	-1.2	-1	-11
22	i	4	-0.5	0	-6
23	i	7	-0.9	0	-10
24	i	-7	-0.3	2	-10
25	i	-3	-0.4	0	-17
26	i	4	-1.4	0	3
27	i	-9	0.1	-13	-8
28	i	-3	-0.3	-3	-9
29	i	-12	-0.6	1	-2
30	i	-3	0.1	-3	.

# The final 2 records of the part above come first, to join the parts:
nr	compound	MsrA inh	LMPTP block	SUMO1 PPI mod	STEP block	DNMT1 inh
29	N#Cc1ccc(COC(=O)CCc2c[nH]c3ccccc23)cc1	1.4	1.8	3	7	0
30	COc1ccc(C(C)C)cc1-c1ccc2nncn2c1	0.7	-1.4	4	-2	-2
31	O=C(NCCCN1CCOCC1)C1CCN(S(=O)(=O)c2c(Cl)cccc2Cl)CC1	-1.2	-1.1	-1	-1	2
32	O=C(c1ccco1)[C@@H]1[C@@H]2C(=O)N(c3ccc(F)cc3)C(=O)[C@@H]2[C@H]2C=Cc3ccccc3N21	0.1	2.1	-8	-3	-22
33	O=C(COC(=O)C(CO)NS(=O)(=O)c1ccc(Br)cc1)Nc1ccc2c(c1)OCCO2 (configuration not stated)	0.0	-0.1	-1	0	-3
34	C[C@H](CO)N1C[C@H](C)[C@@H](CN(C)Cc2ccc(Oc3ccccc3)cc2)Oc2c(NC(=O)c3ccncc3)cccc2C1=O	0.5	0.5	16	1	-13
35	COc1cc2nc(CN3CCN(S(=O)(=O)c4ccc(Cl)cc4)CC3)[nH]c(=O)c2cc1OC	-1.1	-0.9	-3	-3	-2
36	CN1C(=O)NC(c2ccc(O)cc2)C(C(=O)c2cccs2)C1(O)C(F)(F)F (configuration not stated)	4.5*	-0.7	0	0	3
37	CCOc1ccccc1NC(=O)c1ccc2nc[nH]c2c1	0.2	0.4	10	-1	3
38	Cc1ncc(C[n+]2csc(CCOC(=O)C34CC5CC(CC(C5)C3)C4)c2C)c(N)n1	-0.3	-0.8	-2	-2	1
39	Cc1nc2ccccc2cc1C(=O)Nc1ccccc1Cl	-1.1	-0.5	0	0	-1
40	CC1CCC(NS(=O)(=O)c2ccc3c(c2)n(C)c(=O)c(=O)n3C)CC1 (configuration not stated)	0.8	-1.3	0	-4	9
41	CCN1CCN(C(=O)c2cnn3c(C(F)F)cc(-c4ccc(C)cc4)nc23)CC1	0.4	-1.1	-9	-3	-9
42	Cc1cc(C)nc(N/N=C/c2ccccc2Cl)n1	0.2	-2.4	-12	1	2
43	CN(CC(=O)Nc1ccc(Cl)c(C(F)(F)F)c1)C(=O)C1CCCO1 (configuration not stated)	-1.2	-0.9	1	4	6
44	Cc1cc(C)c2[nH]c(=O)c(CN(Cc3cccnc3)C(=S)NCCCN(C)C)cc2c1	0.4	-2.4	0	3	1
45	O=C(NCC1(O)CCCCC1)C1CCC(=O)N(Cc2ccccc2F)C1 (configuration not stated)	1.5	-1.0	2	0	2

nr	Rpn11 block	NadD block	Tb MetRS inh	CSN deneddyl inh	Scp1 inh
29	i	-12	-0.6	1	-2
30	i	-3	0.1	-3	.
31	i	0	-0.1	-9	-2
32	i	12	0.5	6	-5
33	i	0	0.3	-3	-9
34	i	-4	-0.3	-2	38
35	i	-6	-0.6	-6	1
36	i	-9	-0.7	-2	-4
37	i	8	0.6	-4	23
38	i	-2	-0.1	0	-9
39	i	-2	0.4	-8	-2
40	i	-2	0.0	1	-11
41	i	4	0.0	0	-2
42	i	-7	0.0	0	-7
43	i	-6	0.5	-2	-2
44	i	-11	-1.1	-3	-5
45	i	-2	-0.2	-1	-8

# (listing goes on)
nr	compound	MsrA inh	LMPTP block	SUMO1 PPI mod	STEP block	DNMT1 inh
46	O=C(Nc1cc2ccccc2oc1=O)c1ccccc1	1.6	-0.5	-14	4	5
47	CCOC(=O)C(C)Oc1cccc2c(=O)n(CC(=O)Nc3ccc(OCC)cc3)ccc12 (configuration not stated)	1.1	-1.5	1	1	1
48	COc1ccc(NC(=O)CCC(=O)NCCO)cc1	0.6	-0.6	1	0	3
49	CN(C)CCCN(C(=O)c1ccc(S(=O)(=O)N2CCCC2)cc1)c1nc2ccc(Br)cc2s1	2.0	-1.4	-5	5	0

nr	Rpn11 block	NadD block	Tb MetRS inh	CSN deneddyl inh	Scp1 inh
46	i	-4	-0.2	5	-9
47	i	0	-1.1	-2	-14
48	i	2	0.0	1	6
49	i	1	-0.2	2	0

# Screens (PubChem BioAssay)
